Source: PubChem BioAssay
D1 ag: Allosteric Agonists of the Human D1 Dopamine Receptor: qHTS; HEK293 T-REx D1 cells, calcium flux, agonist mode; D(1A) dopamine receptor (Homo sapiens), P21728; AID 504660, 2011; activation, % at 2 µM; 1% of 360,000 active; in the data active = activation above about 30%; also: 0% is about no effect
Target sequence (P21728 whole entry, looked up): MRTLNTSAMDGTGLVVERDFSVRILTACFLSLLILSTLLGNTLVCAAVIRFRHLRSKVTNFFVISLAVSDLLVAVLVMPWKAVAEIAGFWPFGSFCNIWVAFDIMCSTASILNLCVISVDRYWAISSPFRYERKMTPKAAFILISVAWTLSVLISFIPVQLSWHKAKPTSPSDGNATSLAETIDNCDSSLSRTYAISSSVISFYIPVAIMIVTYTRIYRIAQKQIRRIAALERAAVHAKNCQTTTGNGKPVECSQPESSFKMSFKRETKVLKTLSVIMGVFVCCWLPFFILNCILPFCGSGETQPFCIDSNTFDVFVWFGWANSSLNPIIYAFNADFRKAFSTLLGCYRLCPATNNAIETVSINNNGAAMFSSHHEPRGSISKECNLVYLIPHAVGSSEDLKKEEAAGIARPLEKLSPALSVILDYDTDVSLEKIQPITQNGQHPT
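Tetracycline-induced HEK293 TREx D1 cells, force-coupled to calcium signalling, were dye-loaded with a no-wash calcium kit. Compound was pin-added after a 10 s baseline. Fluorescence was read kinetically at 1 cycle/s for 180 s, with calcium rises flagged as agonism.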
D1 PAM: Potentiators of Human D1 Dopamine Receptor: qHTS; HEK293 TREx D1 cells, calcium flux, dopamine EC20 potentiation; 0.036% of 360,000 active; potentiation, % at 10 µM; D(1A) dopamine receptor (Homo sapiens), P21728; in the data active = potentiation above about 30%; also: 0% is about no effect
TRHR PAM: qHTS for Small Molecule Agonists and Allosteric Enhancers of Human TRH Receptor: Primary Screen for Enhancers; TRHR cells, fluo-8 calcium fluorescence, EC20 TRH enhancement; enhancement, % at 2 µM; AID 493056, 2011; 0.66% of 360,000 active; Thyrotropin-releasing hormone receptor (Homo sapiens), P34981; in the data active = enhancement above about 30%; also: 0% is about no effect
Target sequence (P34981 whole entry, looked up): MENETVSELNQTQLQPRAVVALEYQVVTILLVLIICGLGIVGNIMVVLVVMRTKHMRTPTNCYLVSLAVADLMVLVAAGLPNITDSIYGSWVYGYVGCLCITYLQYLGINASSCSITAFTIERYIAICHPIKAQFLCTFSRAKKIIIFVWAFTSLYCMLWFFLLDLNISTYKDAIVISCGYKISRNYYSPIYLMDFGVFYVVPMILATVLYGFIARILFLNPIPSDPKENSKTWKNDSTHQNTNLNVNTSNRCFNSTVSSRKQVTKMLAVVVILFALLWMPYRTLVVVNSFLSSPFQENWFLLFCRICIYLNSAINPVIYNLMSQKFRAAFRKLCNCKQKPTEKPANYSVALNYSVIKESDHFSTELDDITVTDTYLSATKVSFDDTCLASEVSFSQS
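TRHR-expressing cells loaded with fluo-8 calcium dye were read kinetically (ex 480/em 530) during compound addition, then stimulated with an EC20 of TRH (10 nM final). Enhancement of the Gq-mediated intracellular calcium response was scored.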
RXFP1 ag: qHTS Assay for Agonists of the Relaxin Receptor RXFP1 | Relaxin receptor 1 (Homo sapiens), Q9HBX9 | HEK293T-RXFP1 cAMP TR-FRET, 30 min; response scale: percent of porcine relaxin response, buffer zero | Potency, µM (series often up to 57.5 µM), without a hit: at the highest dose activation, most hits filed as activators | 0.3% of 370,000 active | AID 2676, 2010; active = well fitted activation curve with a large enough effect; also: potency is read from the fitted curve at half-maximal effect; % is scaled to controls: 0 for no effect and ±100 for the full control effect; nearly all actives have a fitted effect of over 60% in size; many of its hits are not listed in these tables
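cAMP rise read by TR-FRET after 30 min, 37C compound exposure (up to 58 uM) in RXFP1-transfected HEK293 cells with Ro 20174 present. EC50 from Hill-equation fits, with 29 nM porcine relaxin as 100% and buffer as basal.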
D2 PAM: HTS Assay for Positive Allosteric Modulators of the Human D2 Dopamine Receptor: Primary Screen for Potentiators; HEK293 T-REx D2, calcium flux, EC20 dopamine potentiation; AID 485347, 2010; potentiation, % at 10 µM; D(2) dopamine receptor (Homo sapiens), P14416; 0.34% of 340,000 active;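 active = potentiation over 3 SD above the plate norm, cut at about 30% in these data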; also: 0% is about no effect
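Potentiation of an EC20 dopamine calcium response measured kinetically over 180 s, after a preceding 180 s compound-only read flagging agonists. Cells: inducible Hek293 Trex D2 line, 4000/well, cultured overnight at 30 C before dye loading.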
RXFP1 antag: qHTS Assay for Antagonists of the Relaxin Receptor RXFP1 | Relaxin receptor 1 (Homo sapiens), Q9HBX9 | HEK293-RXFP1, relaxin-stimulated cAMP HTRF, 30 min; active compounds read low | activity change, negative = inhibition, % at 57.5 µM | 0.59% of 350,000 active;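 active = activity change of -60% or lower, but not beyond a set lower limit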; also: % is scaled to controls: 0 for no effect and ±100 for the full control effect
D1 antag: Antagonist of Human D 1 Dopamine Receptor: qHTS | HEK293 TREx D1 cells, calcium flux, dopamine EC80; active compounds read low | activity change, negative = inhibition, % at 10 µM | 3.2% of 360,000 active | AID 504652, 2011; in the data active = activity change below about -30%; also: % is scaled to controls: 0 for no effect and ±100 for the full control effect
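Using tetracycline-induced force-coupled D1 Hek293 cells and a calcium dye, signals were followed for 180 s after compound, then for 180 s after EC80 dopamine, to detect inhibitors.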
D2 antagonist: HTS Assay for Allosteric Antagonists of the Human D2 Dopamine Receptor: Primary Screen for Antagonists. D(2) dopamine receptor (Homo sapiens), P14416. HEK293 TREx D2 cells, calcium flux, dopamine EC80. inhibition, % at 10 µM. 2% of 340,000 active. AID 485344, 2010; in the data active = inhibition above about 30%; also: 0% is about no effect
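Calcium mobilization kinetics were recorded at 1 s intervals in tetracycline-induced HEK293 T-REx D2 cells, first for 180 s after compound addition and then 180 s after EC80 dopamine.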
D2 agonist: HTS Assay for Allosteric Agonists of the Human D2 Dopamine Receptor: Primary Screen for Agonists; activation, % at 2 µM; D(2) dopamine receptor (Homo sapiens), P14416; 0.53% of 340,000 active; HEK293 T-REx D2 cells, calcium flux agonist mode;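 active = activation over 3 SD above normal in the single-dose calcium agonist read, cut at about 30% in these data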; also: 0% is about no effect
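Agonism scored from kinetic calcium signal (1 read/sec, 180 s) following compound pin transfer, after a 10 s baseline. Cells: HEK293 Trex line expressing inducible D2 receptor coupled to calcium, dye-loaded after overnight culture at 30 C.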
* hit, by the source's call; x = no result given. These rows are one share of the data. The share of hits here may be higher or lower than overall.

SMILES | D1 ag | D1 PAM | TRHR PAM | RXFP1 ag | D2 PAM | RXFP1 antag | D1 antag | D2 antagonist | D2 agonist
COC(=O)Nc1ccc(S(=O)(=O)NC2CCCCC2)cc1 | 9 | -2 | -1 | -0.4% | -3 | 10 | -20 | -5 | 0.6
COc1cc2oc3ccccc3c2cc1N(CC(=O)N(C)C)S(=O)(=O)c1ccccc1 | 1 | 0 | -7 | 0.3% | 22 | -28 | -5 | -39 | -0.2
COc1ccccc1NC(=O)CSc1nnc(Cc2cccn2C)n1CCc1ccccc1 | 3 | -7 | -9 | 3.4% | 3 | 20 | -31* | 9 | 0.3
COc1ccnc(Oc2ccc(F)cc2)c1C(=O)N/C=N/OCc1c(Cl)cccc1Cl | 11 | -2 | -4 | 1.0% | 4 | -9 | 3 | -14 | -0.1
CSc1ccccc1NC(=O)Cn1nnc(-c2ccc(S(C)(=O)=O)cc2)n1 | 5 | 7 | 6 | -0.2% | 3 | -11 | -9 | -3 | 1.6
COCCCNC(=O)c1ccc(S(=O)(=O)c2ccc(Cl)cc2)c(NC(C)=O)c1 | 2 | -2 | -3 | 1.4% | 3 | 4 | 6 | 0 | 0.1
CC(C)C[C@H](NC(=O)c1nc[nH]c1C(=O)NC1CCNCC1)C(=O)OC(C)(C)C | 3 | -7 | 7 | 0.5% | -7 | x | 1 | -25 | -0.2
COc1ccc(CNC(=O)C(C)N(C)Cc2cccc(F)c2)cc1 (configuration not stated) | 1 | -7 | -5 | -0.2% | -6 | -8 | -3 | 5 | -0.9
CCOc1nc(OCC)nc(N2CCC(C)CC2)n1 | 28 | 0 | 7 | 0.4% | x | 1 | 4 | -11 | -1.6
CC[n+]1c(C)n(-c2ccccc2)c2ccc(NC(C)=O)cc21 | 4 | -2 | -1 | 0.0% | -4 | 0 | 7 | 4 | -0.1
CC(=O)N1CCN(S(=O)(=O)c2cccc(C(=O)Nc3ccccc3N3CCCC3)c2)CC1 | 1 | -8 | -3 | -1.2% | 1 | 0 | -3 | 12 | -0.6
CCOC(=O)N1CCC(NC(=O)c2ccc(CS(=O)c3ccc(Cl)cc3)o2)CC1 (configuration not stated) | -1 | -5 | 1 | -2.5% | 0 | -1 | 4 | 8 | 0.6
C/C(=N\NC(=O)c1cc(-c2ccc(O)cc2)nc2ccccc12)c1cccnc1 | 1 | -9 | 0 | 0.9% | -4 | -1 | 5 | -7 | -0.2
CCOC(=O)N1CCC(NC(=O)c2ccc3c(c2)N=C(C)c2ccccc2S3)CC1 | 0 | -7 | 10 | 0.1% | 10 | 1 | -8 | -13 | 0.2
CC(NC(=O)C1CCC(CNS(=O)(=O)c2ccc3c(c2)C(C)(C)C(=O)N3C)CC1)c1ccccc1 (configuration not stated) | 0 | 3 | -2 | -1.3% | 4 | x | 3 | -3 | 0.3
N#Cc1ccsc1NC(=O)CN1CCCCC1 | 1 | 6 | 3 | -1.0% | -2 | -5 | 18 | -6 | x
COc1ccccc1CNC(=O)COC(=O)Cn1cnc2ccccc21 | 4 | 0 | -1 | 2.6% | 2 | -1 | 4 | -5 | 0.1
CCc1cccc(CC)c1NC(=O)CNCc1cccs1 | -1 | 1 | -2 | -3.4% | 0 | 7 | -3 | 0 | -0.8
CCCCN1C(=O)CCC(C(=O)O)C1c1ccccc1 (configuration not stated) | 4 | -3 | 15 | 2.5% | 9 | -3 | -9 | 11 | 0.3
Cn1cc(CN2CCC(O)CC2)c(-c2ccc(Oc3ccccc3)cc2)n1 | 3 | -6 | 5 | 0.5% | -14 | -3 | -1 | 10 | 0.8
Cc1ccc(C(=O)OCC(=O)NCc2cccs2)cc1 | 1 | -5 | -4 | -1.6% | 9 | -7 | 11 | -11 | -0.1
COCCCNc1ncnc2c1nnn2C | -1 | 0 | 3 | 12% | 10 | 6 | x | x | 1.3
N=c1c2c(n(Cc3ccc(F)cc3)c3c1CCC3)CCC2 | 0 | -3 | 7 | 0.1% | 7 | 1 | 1 | 14 | 0.2
Cn1c(C(O)c2ccccc2)nc(Cl)c1Cl (configuration not stated) | 1 | -2 | -1 | -0.1% | 6 | 12 | -2 | 7 | 0.0
CCCCc1ccc(NC(=S)NCc2ccc(OC)cc2)cc1 | 4 | -6 | -3 | 0.8% | 0 | -2 | -15 | 1 | -0.1
COCCCNc1nc2ccccc2nc1NS(=O)(=O)c1ccc(OC)cc1 | 2 | 0 | 0 | 5.9% | 13 | -9 | -2 | -23 | 2.0
CCCCc1cc(=O)oc2cc(O)cc(O)c12 | 0 | -3 | -6 | 18% | 2 | 23 | 2 | -8 | -0.9
CSc1ccc(-c2nc(CSCC(=O)NCCCN3CCOCC3)c(C)o2)cc1 | 0 | -3 | -8 | -0.2% | -1 | 2 | 13 | 10 | -0.3
CCn1nnnc1SCC(=O)Nc1nc(-c2cccs2)cs1 | 8 | -7 | -3 | -0.9% | x | 12 | -3 | x | x
Oc1cccnc1SCc1ccccc1 | 8 | -4 | 1 | 0.3% | -9 | x | -7 | 7 | -0.7
O=C(Cn1ncc2c1-c1ccccc1OC2)N1CCN(Cc2ccccc2)CC1 | 1 | -6 | -5 | 2.9% | 14 | -15 | 8 | 7 | -0.2
O=C(c1ccc(N2CCCCC2)c([N+](=O)[O-])c1)N(Cc1ccccc1)c1ccccn1 | 2 | -7 | -10 | 2.6% | -3 | -7 | 1 | -21 | 0.0
CCOCCOC(=O)COc1ccc2c(-c3ccccc3)cc(=O)oc2c1 | -1 | -2 | 6 | 0.0% | 10 | -7 | -4 | 13 | 0.6
Cc1ccc(C)c(Cn2nnc3c(=O)[nH]c(C4CCCN(C(=O)c5ccco5)C4)nc32)c1 (configuration not stated) | 1 | -6 | 1 | -0.3% | x | -11 | 8 | x | x
NC(=O)COC(=O)c1ccccc1OCc1ccc(Cl)cc1 | 0 | -4 | -5 | 0.1% | -2 | -15 | 4 | -10 | 1.5
COc1ccc(C(CNC(=O)CSc2ccc(Br)cc2C)N2CCOCC2)cc1 (configuration not stated) | 4 | -3 | 9 | 1.5% | -11 | -9 | -17 | -2 | 0.0
COC(=O)c1cc(NC2(c3ccccc3)C(=O)c3ccccc3C2=O)cc(C(=O)OC)c1 | 0 | -2 | 2 | -0.3% | 24 | -4 | -9 | x | 0.1
Cc1noc(C)c1S(=O)(=O)Nc1cccc(C(F)(F)F)c1 | 7 | -3 | -5 | 0.3% | -2 | -2 | -8 | -7 | -0.3
CCC(C)N(C(=O)CCC(=O)Nc1cc(C)on1)C(C(=O)NC(C)(C)C)c1ccccc1Cl (configuration not stated) | 0 | -5 | -4 | 2.6% | x | -6 | -1 | 16 | 0.6
O=C1C(Br)=Cc2cccc3cccc1c23 | 3 | 0 | -3 | -5.0% | 11 | -69* | 11 | -12 | 1.2
O=C(Nc1cnc2ccccn2c1=O)c1ccc(Cl)cc1 | 4 | 1 | -2 | 0.7% | 3 | 1 | -6 | -13 | -0.9

As entered above:
D1 PAM result of Cc1noc(C)c1S(=O)(=O)Nc1cccc(C(F)(F)F)c1 is entered as -3
D2 agonist result of O=C(Nc1cnc2ccccn2c1=O)c1ccc(Cl)cc1 is entered as -0.9

Filtered by structure: those above containing a Cl atom
SMILES | D1 ag | D1 PAM | TRHR PAM | RXFP1 ag | D2 PAM | RXFP1 antag | D1 antag | D2 antagonist | D2 agonist
COc1ccnc(Oc2ccc(F)cc2)c1C(=O)N/C=N/OCc1c(Cl)cccc1Cl | 11 | -2 | -4 | 1.0% | 4 | -9 | 3 | -14 | -0.1
COCCCNC(=O)c1ccc(S(=O)(=O)c2ccc(Cl)cc2)c(NC(C)=O)c1 | 2 | -2 | -3 | 1.4% | 3 | 4 | 6 | 0 | 0.1
CCOC(=O)N1CCC(NC(=O)c2ccc(CS(=O)c3ccc(Cl)cc3)o2)CC1 (configuration not stated) | -1 | -5 | 1 | -2.5% | 0 | -1 | 4 | 8 | 0.6
Cn1c(C(O)c2ccccc2)nc(Cl)c1Cl (configuration not stated) | 1 | -2 | -1 | -0.1% | 6 | 12 | -2 | 7 | 0.0
NC(=O)COC(=O)c1ccccc1OCc1ccc(Cl)cc1 | 0 | -4 | -5 | 0.1% | -2 | -15 | 4 | -10 | 1.5
CCC(C)N(C(=O)CCC(=O)Nc1cc(C)on1)C(C(=O)NC(C)(C)C)c1ccccc1Cl (configuration not stated) | 0 | -5 | -4 | 2.6% | x | -6 | -1 | 16 | 0.6
O=C(Nc1cnc2ccccn2c1=O)c1ccc(Cl)cc1 | 4 | 1 | -2 | 0.7% | 3 | 1 | -6 | -13 | -0.9
